# TrxR1 inh: inhibitors of rat thioredoxin reductase 1 | O89049 | recombinant rTrxR1, NADPH fluorescence consumption, selenite substrate | Potency, µM (series often up to 114 µM), inactives show at the top dose activity change, negative = inhibition, most hits filed as inhibitors | 390,000 compounds, 1% hits; note: potency is the fitted concentration of half-maximal effect; % is set by controls: 0 for no effect and ±100 for the full control effect; nearly all actives have a fitted effect of over 65% in size
#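 Rat TrxR1 (90 nM in the dispensed reagent) was pre-reduced with 400 uM NADPH for 5 min at room temperature, then incubated with compound for 15 min. After 400 uM selenite was added, NADPH fluorescence (Ex 340/Em 450 nm) was followed for 8 min.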
# TRHR agonist: TRH receptor (human) agonism. P34981. 360,000 compounds, 0.18% hits. activation, % at 2 µM. TRHR cells, calcium flux fluo-8, FDSS agonist mode; in the data active = activation above about 30%; note: 0% is about no effect
# Target sequence (P34981 whole entry, looked up): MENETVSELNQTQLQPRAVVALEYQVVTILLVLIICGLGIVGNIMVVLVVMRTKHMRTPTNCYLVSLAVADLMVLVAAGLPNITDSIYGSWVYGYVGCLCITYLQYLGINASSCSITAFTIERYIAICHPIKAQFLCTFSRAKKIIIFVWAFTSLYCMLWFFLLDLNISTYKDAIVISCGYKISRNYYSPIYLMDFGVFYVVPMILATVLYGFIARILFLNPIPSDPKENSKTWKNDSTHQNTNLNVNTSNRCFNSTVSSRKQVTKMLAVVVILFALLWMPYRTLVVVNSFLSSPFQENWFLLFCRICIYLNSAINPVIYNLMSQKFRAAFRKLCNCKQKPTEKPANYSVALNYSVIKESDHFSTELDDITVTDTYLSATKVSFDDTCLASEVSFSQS
#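 In this calcium-flux screen, cells bearing human TRHR are dye-loaded with fluo-8, baselined for 10 cycles, then exposed to library compounds; positive kinetic calcium responses during the agonist phase mark hits, with TRH as control.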
# TRHR enhancer: allosterically enhances the human TRH receptor. TRHR cells, fluo-8 calcium fluorescence, EC20 TRH enhancement. enhancement, % at 2 µM. 360,000 compounds, 0.66% hits; in the data active = enhancement above about 30%; note: 0% is about no effect
#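 TRHR-expressing cells loaded with fluo-8 calcium dye were read kinetically (ex 480/em 530) during compound addition, then stimulated with an EC20 of TRH (10 nM final). Enhancement of the Gq-mediated intracellular calcium response was scored.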
# USP1-UAF1 inh: inhibitors of human USP1/UAF1 deubiquitinase; recombinant USP1/UAF1, Ub-Rhodamine cleavage fluorescence; Potency, µM (titrated, usually from 57.1 µM), for inactives: top-dose activity change, negative = inhibition, actives largely listed as inhibitors; 390,000 compounds, 0.23% hits; AID 743255; note: potency is the fitted concentration of half-maximal effect; % is set by controls: 0 for no effect and ±100 for the full control effect; nearly all actives have a fitted effect of over 60% in size; inactives centre near -12
#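 1 nM enzyme complex + cpd, 15 min RT; start with Ub-Rho 150nM final; kinetic fluorescence ex 480/em 540, 6 reads q60 s. Buffer 50mM HEPES pH 7.8, 0.5mM EDTA, 0.1 mg/ml BSA, 1mM TCEP, 0.01% Tween-20.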
# TrxR1 substrate: rat thioredoxin reductase 1 substrate activity | O89049 | purified TrxR1 substrate turnover, NADPH consumption readout | Potency, µM (top dose mostly 114 µM), for the others: top-dose activity change, negative = substrate turnover | 390,000 compounds, 0.01% hits; note: potency is the fitted concentration of half-maximal effect; % is set by controls: 0 for no effect and ±100 for the full control effect; nearly all actives have a fitted effect of over 50% in size
#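 Rat TrxR1, dispensed at 90 nM, was prereduced with 400 uM NADPH (final) for 5 min at ~22 deg C, then incubated with compound 15 min before 400 uM selenite. A first-read NADPH fluorescence drop versus no-compound background flagged substrates.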
# Pin1 inhibitor: human Pin1 inhibition | 390,000 compounds, 0.009% hits | Pin1 FP peptide displacement, HiFluor488, 10 min | Potency, µM (titrated, usually from 115 µM), for inactives: at the highest dose activity, negative = inhibition, hits mostly inhibitors | Q13526; active = well fitted inhibition curve with a large enough effect in the polarisation, with a control signal flat, not every such curve was filed as active; inconclusive = small, poorly fitted or top-dose-only effect, or effect the other way, or a change in a side signal; inactive = no such curve, though single readings can be large or run the other way; the % refers to the polarisation; note: potency is the fitted concentration of half-maximal effect; % is set by controls: 0 for no effect and ±100 for the full control effect
# Target sequence (Q13526 whole entry, looked up): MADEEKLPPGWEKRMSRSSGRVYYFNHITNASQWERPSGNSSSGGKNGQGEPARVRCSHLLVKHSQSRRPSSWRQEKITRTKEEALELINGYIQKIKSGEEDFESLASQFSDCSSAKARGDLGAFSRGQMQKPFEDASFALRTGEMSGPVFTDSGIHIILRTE
# D2 agonist: agonists of human D2 dopamine receptor; P14416; HEK293 T-REx D2 cells, calcium flux agonist mode; 340,000 compounds, 0.53% hits; AID 485358; activation, % at 2 µM;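 active = activation over 3 SD above normal in the single-dose calcium agonist read, cut at about 30% in these data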; note: 0% is about no effect
#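 HEK293 Trex D2 cells, tetracycline-induced, o/n 30 C 5% CO2; no-wash Ca dye, RT 30–90 min; 10-cycle baseline, 23 nl cpd added, kinetic Ca read 180 s; agonist hits = positive Ca response.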
# IDH1 R132H inh: human IDH1 R132H inhibition | 390,000 compounds, 0.093% hits | IDH1-R132H enzyme, NADPH consumption, diaphorase/resazurin fluorescence | Potency, µM (highest dose often 76.6 µM), for inactives: top-dose activity change, negative = inhibition, most hits filed as inhibitors; note: potency is the fitted concentration of half-maximal effect; % is set by controls: 0 for no effect and ±100 for the full control effect; nearly all actives have a fitted effect of over 65% in size
# Target sequence (O75874 whole entry R132H, stated change not applied): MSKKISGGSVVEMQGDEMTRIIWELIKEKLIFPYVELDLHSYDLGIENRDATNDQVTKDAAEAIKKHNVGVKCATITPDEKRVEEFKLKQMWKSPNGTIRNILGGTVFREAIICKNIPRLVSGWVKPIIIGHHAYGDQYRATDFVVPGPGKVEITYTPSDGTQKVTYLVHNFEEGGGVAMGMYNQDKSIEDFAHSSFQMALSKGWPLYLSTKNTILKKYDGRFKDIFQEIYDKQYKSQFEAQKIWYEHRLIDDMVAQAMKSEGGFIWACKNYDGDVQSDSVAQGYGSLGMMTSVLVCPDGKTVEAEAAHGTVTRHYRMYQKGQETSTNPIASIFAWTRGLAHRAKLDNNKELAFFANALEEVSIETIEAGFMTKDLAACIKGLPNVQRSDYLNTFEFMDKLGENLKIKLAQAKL
#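 IDH1-R132H (0.5 ug/mL dispensed) in pH 7.5 Tris buffer was preincubated 30 min with compound, then given a substrate mix of 0.016 mM NADPH and 2 mM alpha-KG for 80 min at room temperature; remaining NADPH was read by diaphorase/resazurin fluorescence.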
# D2 antag: D2 dopamine receptor (human) antagonism; 340,000 compounds, 2% hits; inhibition, % at 10 µM; HEK293 TREx D2 cells, calcium flux, dopamine EC80; AID 485344; in the data active = inhibition above about 30%; note: 0% is about no effect
#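 Dopamine at EC80 is the agonist stimulus; test compounds precede it by 180 s. Calcium flux read kinetically in a force-coupled, inducible HEK293 T-REx D2 cell line.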
# An asterisk follows results filed as active; ? = inconclusive; . = not tested or not shown; [ ] = remark or other dose. Unless noted, calls come from the whole dose curve; as a rule, active = well fitted inhibition curve with a large enough effect; inconclusive = small, poorly fitted or top-dose-only effect; inactive = no such curve, though single readings can be large or run the other way. Not all compounds are listed; the hit share may differ from the screen's.
SMILES,TrxR1 inh,TRHR agonist,TRHR enhancer,USP1-UAF1 inh,TrxR1 substrate,Pin1 inhibitor,D2 agonist,IDH1 R132H inh,D2 antag
CCCN(C(=O)c1cc(S(=O)(=O)N2CCCCCC2)ccc1OC)C1CCS(=O)(=O)C1 (centres undefined),-10%,0.4,-1,4%,-10%,-1%,-0.5,-3%,4
Cc1nn(CC(=O)NCC(C)c2ccccc2)c(=O)c2cccn12 (centres undefined),-4%,-0.6,6,-7%,-2%,1%,-1.3,-5%,-4
O=C(NCc1ccccc1Cl)c1cnc(N2CCCCC2)c2ccccc12,10%[57.1 µM],0.0,1,-44%,-2%[57.1 µM],?,0.3,13%,.
Cc1ccc(C(=O)NCc2ccc3c(c2)OCO3)o1,18%,0.3,-6,-20%,5%,-11%,-0.1,2%,1
COc1ccc(NC(=O)c2oc3ccc(S(=O)(=O)N(C)C4CCCCC4)cc3c2C)cc1Cl,12%[57.1 µM],0.2,23,?,-2%[57.1 µM],-1%,-0.1,-11%,.
CC1(C)C(=O)OC(c2cc(Br)ccc2O)C(C)(C)C1=O (centres undefined),9%,0.0,0,-11%,-4%,-2%,-0.8,3%,3
CC(OC(=O)c1ccc(NC(N)=O)cc1)C(=O)Nc1ccc2c(c1)OCCO2 (centres undefined),8%[2.29 µM],.,.,-12%,11%[57.1 µM],0%,.,0%,.
O=C(NCC1CCCO1)c1ccc(Cn2c(=S)[nH]c3ccccc3c2=O)cc1 (centres undefined),-12%[57.1 µM],-0.5,6,-16%,-4%,6%,-0.1,6%,-11
COCCn1c(N)c(N(Cc2ccccc2)C(=O)c2cc(=O)[nH]c3ccccc23)c(=O)[nH]c1=O,-7%,.,.,-6%,-6%,-10%,.,1%,.
CCN(C(=O)COC(=O)c1c(C)nn(-c2ccccc2)c1Cl)c1c(N)n(Cc2ccccc2)c(=O)[nH]c1=O,-6%,0.3,3,-21%,-4%,0%,0.3,-2%,-3
O=C(Nc1cc(NC(=O)c2ccccc2F)ccc1Cl)c1ccccc1,23%,-2.6,7,-18%,18%,-7%,-0.6,1%,3
Fc1cccc(Nc2nc(N3CCOCC3)nc(N3CCOCC3)n2)c1,-15%,-1.1,-2,-5%,-12%,1%,-1.5,-1%,4

# Next section; the last two above are carried over.
SMILES,TrxR1 inh,TRHR agonist,TRHR enhancer,USP1-UAF1 inh,TrxR1 substrate,Pin1 inhibitor,D2 agonist,IDH1 R132H inh,D2 antag
O=C(Nc1cc(NC(=O)c2ccccc2F)ccc1Cl)c1ccccc1,23%,-2.6,7,-18%,18%,-7%,-0.6,1%,3
Fc1cccc(Nc2nc(N3CCOCC3)nc(N3CCOCC3)n2)c1,-15%,-1.1,-2,-5%,-12%,1%,-1.5,-1%,4
Cc1nc2cc(C(=O)OCC(=O)Nc3cccc(Cl)c3)ccc2n1-c1ccccc1,34%,0.9,-5,-8%,32%[activator],46%[activator],0.5,2%,-3
CCN(CC)S(=O)(=O)c1ccc(Oc2ccccc2OC)cc1,20%,-0.3,-4,-22%,3%,-15%,-0.3,-3%,4
OCCNc1nc(Cl)nc(NCc2ccco2)n1,-5%,0.2,2,-17%,5%,-6%,0.6,3%,2
COc1ccc(S(=O)(=O)Nc2c(O)ccc3ccccc23)cc1OC,-13%[57.1 µM],.,.,-21%,-5%[57.1 µM],18%,.,26%,.
CCOc1ccc(N2C(=O)c3[nH]nc(-c4ccccc4)c3C2c2ccc(O)c(OC)c2)cc1 (centres undefined),-25%[57.1 µM],0.1,-2,-12%,-10%[57.1 µM],0%,0.2,?,.
O=C(CN1CCN(Cc2ccccc2)CC1)Nc1ccc(F)c(F)c1,25%,-1.2,0,-14%,0%,-12%,-0.1,-3%,14
Cc1cccc(N/N=C/c2ccc(O)c(O)c2O)c1,-3%[57.1 µM],0.3,2,-26%,5%[57.1 µM],-10%,0.0,5%,-7
COc1cc2cc(CN(CCN3CCCC3)C(=O)Nc3ccc(F)cc3)c(=O)[nH]c2cc1OC,-11%,-0.2,1,-5%,32%,?,0.5,-8%,16
CC(C)CC(=O)NCC(c1ccc2c(c1)OCO2)N1CCN(c2ccc(F)cc2)CC1 (centres undefined),8%[57.1 µM],-0.6,-3,4%,3%[57.1 µM],3%,-1.0,19%,.
CCOc1ccc(NC(=O)C2CCC(CNS(=O)(=O)c3ccc4c(c3)CCCC(=O)N4)CC2)cc1 (centres undefined),8%[57.1 µM],0.2,-3,-18%,2%[57.1 µM],-2%,0.4,0%,.
CCCCCC/C=C/c1ccc([C@H]2[C@H]3C=CC[C@@H](C)[C@@H]3C(=O)N2Cc2ccccc2)c(F)c1,5%,-0.6,0,-24%,8%,2%,-0.2,13%,-22
S=C(NCCNCc1ccccc1)NC1CCCCC1,.,0.9,1,.,.,.,0.8,.,-4
C#CCOCCOCCOCCNc1nc(N2CCN(C(=O)[C@H]([C@@H](C)O)n3cc(CCCCN)nn3)CC2)nc(N2CCN(C(=O)[C@H]([C@@H](C)CC)n3cc(CCCCN)nn3)CC2)n1,-8%[57.1 µM],0.5,-1,-10%,-1%[57.1 µM],1%,0.4,-5%,-5
O=C(NCc1ccco1)c1nc(-c2ccccc2)n(-c2ccccc2)n1,-2%,-0.6,4,-7%,-2%,?,-1.7,6%,3
COc1cc(NS(=O)(=O)c2cccs2)cc(OC)c1,10%,0.3,2,-20%,2%,9%,-1.1,1%,.
CC(=O)Nc1ccc(NC(=O)C(C)OC(=O)c2ccc3ccccc3n2)cc1 (centres undefined),20%,1.7,6,-25%,6%,2%,0.2,10%,-12
NC(=O)CC(NC(=O)Cc1cccc2ccccc12)c1ccc(NC2CCCCCC2)c([N+](=O)[O-])c1 (centres undefined),42%[activator],-0.4,8,18%,9%,?,-0.7,2%,4
COc1ccccc1N1CCN(c2cnccn2)CC1,1%,-0.2,6,-3%,-3%,0%,4.5,-7%,-6
O=[N+]([O-])c1ccc(N/N=C/c2ccccc2O)cc1,16%[57.1 µM],5.8,10,3%,0%[57.1 µM],32%[activator],4.0,11%,36*
O=C1C[C@@H]2c3c(cccc3CN1Cc1ccc(F)cc1)C[C@@H](O)[C@H]2O,1%[57.1 µM],0.3,1,-16%,7%[57.1 µM],-5%,1.2,3%,-4
Cc1ccc(S(=O)(=O)NC(Cc2ccccc2)C(=O)O)cc1C (centres undefined),7%[57.1 µM],0.3,5,-7%,10%[57.1 µM],-5%,0.5,3%,8
COc1cccc(-c2nc(CS(=O)(=O)CC(=O)N3CCCCC3)c(C)o2)c1,1%[57.1 µM],0.1,2,-12%,16%[57.1 µM],-9%,-0.9,9%,0
Cc1ccccc1C1CC(=O)c2ccccc2C1C (centres undefined),0%[2.29 µM],.,.,-2%,-4%[2.29 µM],-2%,.,4%,.
O=C(NCC(c1cccnc1)N1CCN(c2ccccc2F)CC1)c1cccc(Cl)c1 (centres undefined),1%,3.0,0,-6%,-7%,-1%,-1.1,1%,-3

# Single records, as listed above. Screens in order: TrxR1 inh | TRHR agonist | TRHR enhancer | USP1-UAF1 inh | TrxR1 substrate | Pin1 inhibitor | D2 agonist | IDH1 R132H inh | D2 antag
# `NC(=O)CC(NC(=O)Cc1cccc2ccccc12)c1ccc(NC2CCCCCC2)c([N+](=O)[O-])c1` (centres undefined) is listed with 42%[activator] | -0.4 | 8 | 18% | 9% | ? | -0.7 | 2% | 4
# `CC(=O)Nc1ccc(NC(=O)C(C)OC(=O)c2ccc3ccccc3n2)cc1` (centres undefined) is listed with 20% | 1.7 | 6 | -25% | 6% | 2% | 0.2 | 10% | -12
# `O=[N+]([O-])c1ccc(N/N=C/c2ccccc2O)cc1` is listed with 16%[57.1 µM] | 5.8 | 10 | 3% | 0%[57.1 µM] | 32%[activator] | 4.0 | 11% | 36*
# `Cc1ccccc1C1CC(=O)c2ccccc2C1C` (centres undefined) is listed with 0%[2.29 µM] | . | . | -2% | -4%[2.29 µM] | -2% | . | 4% | .
# `COc1cc(NS(=O)(=O)c2cccs2)cc(OC)c1` is listed with 10% | 0.3 | 2 | -20% | 2% | 9% | -1.1 | 1% | .

# (listing goes on)
SMILES,TrxR1 inh,TRHR agonist,TRHR enhancer,USP1-UAF1 inh,TrxR1 substrate,Pin1 inhibitor,D2 agonist,IDH1 R132H inh,D2 antag
Cc1ccc(Cn2c3ccccc3c3cnn(CC(=O)Nc4cc(Cl)ccc4C)c(=O)c32)cc1,12%,-0.2,45*,-16%,10%,-3%,-0.4,.,.
O=C(C1CCN(S(=O)(=O)c2cc(Cl)ccc2Cl)CC1)N1CCOCC1,9%,1.5,12,-3%,1%,4%,1.6,-8%,1
COc1cc(C(=O)Oc2ccccc2/C=N/NC(=O)c2ccc(C)c(Cl)c2)cc(OC)c1OC,13%,0.0,-4,-4%,0%,4%,-0.5,-5%,-3
COc1ccc(OCCNC(=O)c2cc(C3CC3)nc3c2cnn3C(C)C)cc1,0%,0.7,-13,-25%,-7%,0%,.,5%,.
COc1cccc(NC(=O)c2ccc(CN3CCOCC3)cc2)c1,-9%,0.1,-3,-16%,-3%,-4%,-0.3,3%,9
CC(C)c1ccc(C(C(=O)NC2CCCC2)N(C(=O)c2csnn2)C2CC2)cc1 (centres undefined),7%[57.1 µM],0.1,5,-12%,10%[0.0914 µM],1%,-0.8,-2%,-13
O=C(NC(=S)Nc1ccc(-c2nc3ncccc3o2)cc1)c1ccccc1F,25%[57.1 µM],-1.4,5,-18%,-17%[57.1 µM],17%,-0.2,5%,-13
COc1ccc(-c2cn(-c3ccc(C)cc3)c(S(=O)(=O)CC(=O)Nc3ccc(F)cc3)n2)cc1,-6%,-0.4,9,-21%,-9%,7%,-1.5,-8%,.
O=C1CSC(c2cccc(F)c2)N1c1ccc(O)cc1 (centres undefined),21%,-0.2,-1,9%,11%,2%,0.6,10%,-3
